NSD2 inh = inhibitors of human NSD2 methyltransferase; NSD2-SET H3K36me1 DELFIA fluorescence, biochemical; hit rate 0.07% among 44,000; O96028; inhibition, % at 12.5 µM; in the data active = inhibition above about 54%, passing the limit was not always enough; inconclusive = no clear call, values can overlap the other calls;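 also: inhibitors reduce the monomethyl H3K36 fluorescence signal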
Target sequence (O96028 whole entry, looked up): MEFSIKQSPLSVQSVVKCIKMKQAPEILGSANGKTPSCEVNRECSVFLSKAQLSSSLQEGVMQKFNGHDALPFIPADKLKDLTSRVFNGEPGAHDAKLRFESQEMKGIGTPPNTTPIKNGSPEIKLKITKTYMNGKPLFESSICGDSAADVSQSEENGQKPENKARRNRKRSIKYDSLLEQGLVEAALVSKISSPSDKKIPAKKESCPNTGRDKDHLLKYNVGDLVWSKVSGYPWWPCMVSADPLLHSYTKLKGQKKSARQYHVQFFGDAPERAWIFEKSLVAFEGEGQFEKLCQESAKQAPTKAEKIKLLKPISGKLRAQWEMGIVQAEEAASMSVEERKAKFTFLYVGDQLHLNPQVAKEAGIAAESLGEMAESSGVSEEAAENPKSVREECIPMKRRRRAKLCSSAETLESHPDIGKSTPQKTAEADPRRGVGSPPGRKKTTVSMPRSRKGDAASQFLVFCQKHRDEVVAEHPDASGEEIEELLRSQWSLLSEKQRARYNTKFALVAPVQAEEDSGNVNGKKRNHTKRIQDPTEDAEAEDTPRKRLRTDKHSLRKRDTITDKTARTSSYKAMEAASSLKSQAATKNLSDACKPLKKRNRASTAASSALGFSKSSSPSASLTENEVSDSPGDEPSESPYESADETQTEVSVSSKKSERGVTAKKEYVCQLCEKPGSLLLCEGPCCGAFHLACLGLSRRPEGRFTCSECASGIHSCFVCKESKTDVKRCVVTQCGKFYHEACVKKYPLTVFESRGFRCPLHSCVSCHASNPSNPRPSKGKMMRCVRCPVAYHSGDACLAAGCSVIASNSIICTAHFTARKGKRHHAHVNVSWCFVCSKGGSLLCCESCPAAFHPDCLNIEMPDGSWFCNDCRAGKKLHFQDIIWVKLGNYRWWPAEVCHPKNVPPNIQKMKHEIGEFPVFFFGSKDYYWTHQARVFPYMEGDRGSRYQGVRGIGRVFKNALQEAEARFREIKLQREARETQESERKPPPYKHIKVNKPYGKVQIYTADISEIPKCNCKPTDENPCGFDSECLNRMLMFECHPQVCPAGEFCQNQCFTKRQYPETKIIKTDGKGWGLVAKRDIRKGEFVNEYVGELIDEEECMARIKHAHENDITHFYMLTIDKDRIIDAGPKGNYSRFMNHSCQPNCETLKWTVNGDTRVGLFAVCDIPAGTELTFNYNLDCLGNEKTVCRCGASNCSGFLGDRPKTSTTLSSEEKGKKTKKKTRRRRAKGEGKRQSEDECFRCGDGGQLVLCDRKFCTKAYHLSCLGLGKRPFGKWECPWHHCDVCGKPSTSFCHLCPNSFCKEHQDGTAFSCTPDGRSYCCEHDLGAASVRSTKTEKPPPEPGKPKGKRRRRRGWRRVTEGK
* = called active by the depositor; ? = inconclusive. This is a subset (hit frequency here may not be typical).

SMILES	NSD2 inh
C#Cc1ccc([C@H]2C=C(C(=O)N3CCOCC3)O[C@@H](OCC)[C@@H]2CCCO)cc1	10
O=C(C[C@H]1C[C@H]2c3cc(NC(=O)Cc4ccncc4)ccc3O[C@H]2[C@@H](CO)O1)NCCc1ccccc1	7
COc1ccc(S(=O)(=O)Nc2ccc3c(c2)C(=O)N([C@@H](C)CO)C[C@H](C)[C@@H](CN(C)S(=O)(=O)c2ccc(OC)cc2)O3)cc1	0
C[C@@H]1CN([C@@H](C)CO)C(=O)c2cccc(NC(=O)CCCCCC(=O)Nc3ccccc3N)c2O[C@@H]1CN(C)C(=O)Nc1ccccc1	4
Cc1ccc(S(=O)(=O)N(C)C[C@H]2Oc3ccc(NC(=O)Nc4ccc(C(F)(F)F)cc4)cc3CC(=O)N([C@@H](C)CO)C[C@H]2C)cc1	-3
C[C@@H]1CN([C@H](C)CO)C(=O)c2cc(NS(=O)(=O)c3ccc(Cl)cc3)ccc2O[C@H]1CN(C)C	-2
O=C(C[C@@H]1C[C@@H]2c3cc(NC(=O)Nc4ccccc4F)ccc3O[C@@H]2[C@@H](CO)O1)NCC1CC1	3
CCCC#Cc1cnc2c(c1)C(=O)N([C@H](C)CO)C[C@H](C)[C@H](CN(C)C(=O)c1cccnc1)O2	1
C[C@@H]1CN([C@H](C)CO)C(=O)c2cc(NC(=O)Nc3ccc(C(F)(F)F)cc3)ccc2O[C@@H](C)CCCCO[C@@H]1CN(C)S(=O)(=O)c1ccc(Cl)cc1	2
Cc1ccc(-c2cnc(-c3ccc(Br)cc3)o2)cc1	3
COc1ccc(-c2cnc3c(c2)C(=O)N([C@@H](C)CO)C[C@H](C)[C@H](CN(C)C(=O)Cc2ccccc2)O3)cc1	-1
CCCN(C)C[C@H]1Oc2cc(C#CC(C)C)ccc2S(=O)(=O)N([C@H](C)CO)C[C@H]1C	-1
C[C@H](CO)N1C[C@H](C)[C@H](CN(C)CC2CC2)Oc2ccc(NS(C)(=O)=O)cc2CC1=O	7
C[C@H]1CN([C@@H](C)CO)C(=O)c2cccc(NC(=O)Nc3ccc(F)cc3)c2O[C@@H]1CN(C)S(=O)(=O)c1cccs1	10
C[C@@H]1CCCCO[C@@H](CN(C)CC2CCCCC2)[C@@H](C)CN([C@@H](C)CO)C(=O)c2cc(NC(=O)C3CCCCC3)ccc2O1	-6
C[C@H]1CN([C@@H](C)CO)C(=O)c2cccc(NC(=O)c3ccc(-c4nccs4)cc3)c2O[C@H]1CN(C)C(=O)Nc1cccc2ccccc12	-1
Cc1noc(C)c1NC(=O)N(C)C[C@@H]1Oc2ccc(NS(=O)(=O)c3ccc(F)cc3)cc2CC(=O)N([C@H](C)CO)C[C@H]1C	4
COCC#Cc1cnc2c(c1)C(=O)N([C@H](C)CO)C[C@H](C)[C@@H](CN(C)C(=O)C1CCCCC1)O2	-1
C[C@H](CO)N1C[C@H](C)[C@H](CN(C)Cc2ccc(Oc3ccccc3)cc2)Oc2ccc(NC(=O)Nc3ccc4c(c3)OCO4)cc2CC1=O	-13
C[C@@H]1CN([C@@H](C)CO)C(=O)c2cc(-c3ccccc3F)cnc2O[C@@H]1CN(C)C(=O)CN(C)C	1
COc1ccc(NC(=O)N(C)C[C@@H]2Oc3ccc(NS(=O)(=O)c4ccc(F)cc4)cc3CC(=O)N([C@@H](C)CO)C[C@@H]2C)cc1	9
CNC[C@H]1Oc2ccc(NC(=O)Nc3c(C)noc3C)cc2CC(=O)N([C@@H](C)CO)C[C@@H]1C	-1
C=CCNC(=O)[C@@H]1[C@H]2C(=O)O[C@H](c3ccccc3)[C@H](c3ccccc3)N2[C@H](c2ccc(O)cc2)[C@@]12C(=O)Nc1ccc(C#Cc3ccc(OC)cc3)cc12	-10
C[C@H]1CN([C@@H](C)CO)C(=O)CCCn2nncc2CO[C@H]1CN(C)C(=O)Nc1cccc(Oc2ccccn2)c1	-1
C[C@H](CO)N1C[C@H](C)[C@H](CN(C)C)Oc2ccc(NS(=O)(=O)c3cccs3)cc2C1=O	9
C[C@@H]1CCCCO[C@@H](CN(C)C(=O)Nc2ccc(F)cc2)[C@@H](C)CN([C@@H](C)CO)C(=O)c2cc(N(C)C)ccc2O1	4
COc1ccc(NC(=O)Nc2ccc3c(c2)C(=O)N([C@H](C)CO)C[C@H](C)[C@H](CN(C)C)O3)cc1	1
Cc1noc(C)c1NC(=O)N(C)C[C@H]1Oc2ccc(NC(=O)CCN3CCOCC3)cc2CC(=O)N([C@H](C)CO)C[C@@H]1C	4
C[C@@H]1CN([C@@H](C)CO)S(=O)(=O)c2ccc(C3=CCCC3)cc2O[C@H]1CN(C)C(=O)Nc1ccc2c(c1)OCO2	4
C[C@H]1CN([C@@H](C)CO)C(=O)c2cc(NC(=O)CCC(F)(F)F)ccc2O[C@H]1CN(C)C(=O)Nc1ccccc1	?
COc1ccccc1NC(=O)N[C@@H]1C=C[C@@H](CC(=O)N[C@H](C)c2ccccc2)O[C@@H]1CO	1
C[C@H](O)C#Cc1ccc2c(c1)O[C@@H](CN(C)Cc1cccnc1)[C@H](C)CN([C@@H](C)CO)S2(=O)=O	0
CC(C)C#Cc1ccc2c(c1)O[C@H](CN(C)C(=O)CC1CC1)[C@@H](C)CN([C@@H](C)CO)S2(=O)=O	-87
C[C@H]1CN([C@@H](C)CO)S(=O)(=O)c2ccc(C3=CCCCC3)cc2O[C@@H]1CN(C)Cc1cncnc1	7
Cc1noc(C)c1S(=O)(=O)Nc1ccc2c(c1)C(=O)N([C@@H](C)CO)C[C@@H](C)[C@@H](CN(C)C(=O)Cc1ccccc1)OCCCC[C@@H](C)O2	-3
C[C@H](NC(=O)C[C@@H]1C[C@H]2c3cc(NC(=O)Nc4ccc(C(F)(F)F)cc4)ccc3O[C@H]2[C@H](CO)O1)c1ccccc1	-4
C[C@@H]1CN([C@@H](C)CO)C(=O)Cc2cc(NC(=O)c3ccncc3)ccc2O[C@@H]1CN(C)S(=O)(=O)c1cn(C)cn1	2
COc1ccc(CN(C)C[C@@H]2Oc3ccc(NS(=O)(=O)c4ccc(F)cc4)cc3C(=O)N([C@@H](C)CO)C[C@@H]2C)cc1	0
C[C@@H]1CN([C@@H](C)CO)C(=O)c2cc(N(C)C)ccc2O[C@H]1CN(C)C	7
C[C@@H]1CN([C@@H](C)CO)C(=O)c2cc(NS(=O)(=O)c3ccc(F)cc3)ccc2O[C@H]1CN(C)Cc1ccc(C(=O)Nc2ccccc2N)cc1	0
COC(=O)CCCCCCC(=O)N/N=C/[C@H](O)[C@H](O)[C@@H](O)[C@H](C)O	-1
CN1CCN(C(=O)C2=C[C@@H](c3ccccc3)C[C@@H](OCc3ccc(CO)cc3)O2)CC1	-1
CC1(C)C(=O)C=C[C@@]2(C)C1CC(=O)[C@@]1(C)C3=CC(=O)O[C@@H](c4ccoc4)[C@]3(C)CCC12 (stereo partly specified)	7
COc1ccccc1NC(=O)N(C)C[C@@H]1Oc2ncc(C#CCN(C)C)cc2C(=O)N([C@H](C)CO)C[C@@H]1C	9
C[C@H]1CN([C@@H](C)CO)C(=O)c2ccccc2-c2ccccc2CO[C@@H]1CN(C)S(=O)(=O)c1ccc(F)cc1	-4
CNC[C@@H]1Oc2cc(C#C[C@@H](C)O)ccc2S(=O)(=O)N([C@@H](C)CO)C[C@H]1C	-3
C[C@H](CO)N1C[C@H](C)[C@@H](CN(C)Cc2ccc3c(c2)OCO3)Oc2ncc(C#CCN(C)C)cc2C1=O	-3
CCC(=O)N(C)C[C@H]1Oc2cc(C3=CCCCC3)ccc2S(=O)(=O)N([C@H](C)CO)C[C@@H]1C	7
C[C@@H]1CN([C@H](C)CO)C(=O)Cc2cc(NC(=O)NC3CCCCC3)ccc2O[C@@H]1CN(C)Cc1ccc(Cl)c(Cl)c1	-6
C[C@H]1CN([C@@H](C)CO)C(=O)c2cc(C#Cc3ccccn3)cnc2O[C@H]1CN(C)Cc1ccncc1	0
CC(C)NC(=O)N(C)C[C@@H]1Oc2ccc(NC(=O)CCN3CCOCC3)cc2CC(=O)N([C@H](C)CO)C[C@@H]1C	-1
C[C@@H]1CN([C@H](C)CO)C(=O)Cc2cc(NS(C)(=O)=O)ccc2O[C@H]1CN(C)Cc1ccc(C(F)(F)F)cc1	-4
C[C@H](CO)N1C[C@H](C)[C@@H](CN(C)C(=O)C2CCCCC2)OCCCC[C@H](C)Oc2ccc(NC(=O)Nc3ccccc3)cc2C1=O	22
COc1ccc(NC(=O)N(C)C[C@@H]2Oc3ccc(NC(=O)Cc4ccccc4)cc3C(=O)N([C@H](C)CO)C[C@@H]2C)cc1	4
COc1ccc(NC(=O)N(C)C[C@H]2Oc3ccc(NC(=O)C4CCCCC4)cc3CC(=O)N([C@@H](C)CO)C[C@@H]2C)cc1	-1
O=C(N/N=C/c1ccccc1C(=O)O)c1ccccn1	3
C[C@@H]1CN([C@H](C)CO)C(=O)c2cccc(NC(=O)Nc3ccc(C(F)(F)F)cc3)c2O[C@@H]1CN(C)S(=O)(=O)c1ccc(Cl)cc1	-3
C[C@H](CO)N1C[C@H](C)[C@@H](CN(C)C(=O)Nc2ccc(C(F)(F)F)cc2)Oc2ccc(NC(=O)Cc3ccccc3)cc2CC1=O	-4
CC(C)CC#Cc1ccc2c(c1)O[C@H](CN(C)C(=O)c1cccnc1)[C@@H](C)CN([C@H](C)CO)S2(=O)=O	0
C[C@H]1CN([C@@H](C)CO)S(=O)(=O)c2ccc(C#Cc3ccccc3F)cc2O[C@@H]1CN(C)C	-6

Entries shown so far that have a thiophene ring, fused or not:
SMILES	NSD2 inh
C[C@H]1CN([C@@H](C)CO)C(=O)c2cccc(NC(=O)Nc3ccc(F)cc3)c2O[C@@H]1CN(C)S(=O)(=O)c1cccs1	10
C[C@H](CO)N1C[C@H](C)[C@H](CN(C)C)Oc2ccc(NS(=O)(=O)c3cccs3)cc2C1=O	9

More structures
SMILES	NSD2 inh
C=C(C(=O)O)[C@@H]1CC[C@@]2(C)CC(=O)C=C(C)C2C1 (stereo partly specified)	-3
C[C@@H]1CN([C@H](C)CO)C(=O)c2cccc(NS(C)(=O)=O)c2O[C@@H]1CN(C)C	5
CC(C)NC(=O)N(C)C[C@H]1OCCCC[C@H](C)Oc2ccc(NS(C)(=O)=O)cc2C(=O)N([C@@H](C)CO)C[C@H]1C	-4
C[C@H](CO)N1C[C@H](C)[C@H](CN(C)Cc2ccc(Oc3ccccc3)cc2)Oc2c(NS(=O)(=O)c3ccc(Cl)cc3)cccc2C1=O	0
COc1ccc(CN(C)C[C@@H]2OCCCC[C@@H](C)Oc3ccc(NC(=O)NC(C)C)cc3C(=O)N([C@@H](C)CO)C[C@@H]2C)cc1	-2
C[C@@H]1CN([C@H](C)CO)C(=O)c2cc(-c3cccc(F)c3)cnc2O[C@H]1CN(C)S(=O)(=O)c1cccc(F)c1	6
COC(=O)C1(Cc2ccc(O)cc2)OC(=O)C(OC)=C1c1ccc(O)cc1 (stereo unspecified)	-2
COc1ccc(NC(=O)Nc2ccc3c(c2)C(=O)N([C@@H](C)CO)C[C@H](C)[C@@H](CN(C)C)OCCCC[C@@H](C)O3)cc1	2
C[C@H]1CN([C@@H](C)CO)C(=O)Cc2cc(NC(=O)C3CC3)ccc2O[C@H]1CN(C)C(=O)Nc1cccc2ccccc12	4
COc1ccc(NC(=O)N(C)C[C@@H]2OCCCC[C@@H](C)Oc3ccc(NC(=O)NC4CCCCC4)cc3C(=O)N([C@H](C)CO)C[C@@H]2C)cc1	9
COCCCNC(=O)[C@@]1(Cc2ccccc2)COC(c2ccc(OCCCO)cc2)=N1	1
CCO[C@@H]1OC(C(=O)N2CCN(Cc3ccc4c(c3)OCO4)CC2)=C[C@H](C(C)(C)C)[C@H]1CCCO	0
C[C@@H]1CN([C@@H](C)CO)C(=O)c2cccc(NC(=O)c3ccncc3)c2O[C@H]1CN(C)Cc1ccc(Cl)c(Cl)c1	4
C[C@@H]1CN([C@@H](C)CO)C(=O)c2cc(NS(=O)(=O)c3cn(C)cn3)ccc2O[C@@H]1CN(C)Cc1ccc(-c2ccccc2)cc1	-4
C[C@H]1CN([C@@H](C)CO)C(=O)c2cccc(NC(=O)C3CC3)c2O[C@H]1CN(C)Cc1ccc(C(=O)O)cc1	2
C[C@H](CO)N1C[C@H](C)[C@H](CN(C)Cc2ccncc2)OCCCC[C@H](C)Oc2ccc(NC(=O)CCCN(C)C)cc2C1=O	0
C[C@@H]1CN([C@H](C)CO)C(=O)c2cccc(NC(=O)NC3CCCCC3)c2O[C@@H]1CN(C)S(C)(=O)=O	0
Cc1ccc(-c2cnc3c(c2)C(=O)N([C@H](C)CO)C[C@H](C)[C@H](CN(C)C(=O)c2ccccc2)O3)cc1	5
C[C@H](CO)N1C[C@H](C)[C@@H](CN(C)Cc2ccncc2)OCCCC[C@H](C)Oc2ccc(NC(=O)Nc3ccc(F)cc3)cc2C1=O	-3

Reprinted at random: six compounds from above.
SMILES	NSD2 inh
C[C@@H]1CN([C@@H](C)CO)C(=O)c2cc(NS(=O)(=O)c3cn(C)cn3)ccc2O[C@@H]1CN(C)Cc1ccc(-c2ccccc2)cc1	-4
COC(=O)C1(Cc2ccc(O)cc2)OC(=O)C(OC)=C1c1ccc(O)cc1 (stereo unspecified)	-2
CC(C)NC(=O)N(C)C[C@H]1OCCCC[C@H](C)Oc2ccc(NS(C)(=O)=O)cc2C(=O)N([C@@H](C)CO)C[C@H]1C	-4
C=C(C(=O)O)[C@@H]1CC[C@@]2(C)CC(=O)C=C(C)C2C1 (stereo partly specified)	-3
CCO[C@@H]1OC(C(=O)N2CCN(Cc3ccc4c(c3)OCO4)CC2)=C[C@H](C(C)(C)C)[C@H]1CCCO	0
C[C@H](CO)N1C[C@H](C)[C@H](CN(C)Cc2ccc(Oc3ccccc3)cc2)Oc2c(NS(=O)(=O)c3ccc(Cl)cc3)cccc2C1=O	0

Screens: PubChem, Broad Institute
